Bioassay records as filed in PubChem.
EPAC1 antag: EPAC1 (human) antagonism. O95398. hit rate 0.14% among 360,000. AID 720709. EPAC1 GEF assay, Rap1b-BODIPY-GDP exchange fluorescence. Potency, µM (doses to about 115 µM), for the others: at the highest dose activity change, negative = inhibition, most hits filed as inhibitors;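 note: potency is the fitted concentration of half-maximal effect; plate controls were vehicle for no effect and positive control for full effect; nearly all actives have a fitted effect of over 50% in size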
FUS yeast rescue: suppressors of FUS proteinopathy in yeast; S. cerevisiae FUS-expressing, growth rescue, OD600, 24 h; Potency, µM (titrated, usually from 76.6 µM), inactives show top-dose growth rescue (activation), most hits filed as activators; hit rate 0.24% among 390,000; AID 1347120;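 note: potency is the fitted concentration of half-maximal effect; plate controls were DMSO vehicle for no effect and reference control for full effect; nearly all actives have a fitted effect of over 55% in size; some results filed as inactive show a strong effect at the top dose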
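Steps: raffinose overnight preculture; dilution to OD 0.005 in 2% galactose minimal medium; compound addition (concentration series); 24hr at 30C, 99% humidity; absorbance read at 600 nm.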
Abeta rescue: restores growth of yeast expressing A-beta42 peptide; Potency, µM (top dose mostly 46.1 µM), without a hit: at the highest dose growth rescue, actives largely listed as activators; yeast expressing A-beta42, growth rescue, OD600, 48 h; response scale: 0% DMSO, 100% iron-clioquinol control; hit rate 0.063% among 410,000; note: potency is the fitted concentration of half-maximal effect; nearly all actives have a fitted effect of over 55% in size
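Yeast A-beta toxicity model in growth medium with pinned compounds, 48 h at 30 C; growth read as absorbance at 600 nm. Normalized to FeCl3/clioquinol equimolar mix (positive) and DMSO (negative).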
EPAC1 ag: activates human EPAC1 exchange factor; Potency, µM (top dose mostly 154 µM), inactives show top-dose activation, actives largely listed as activators; hit rate 0.073% among 360,000; O95398; EPAC1 agonist qHTS, biochemical assay; response scale: 100% = response to 6.5 mM cAMP; note: potency is the fitted concentration of half-maximal effect; nearly all actives have a fitted effect of over 60% in size
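Normalized to 6.5 mM cAMP, activity reflects EPAC1-catalysed release of BODIPY-GDP from Rap1B, followed kinetically over 30 min at 480 nm excitation, 540 nm emission. Reaction contained 100 nM EPAC1, 250 nM Rap1B-BODIPY-GDP, 50 uM GDP.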
IL2 activator: activators of IL-2. IL-2 activation reporter assay, cell-based qHTS; stimulated with anti-CD3/CD4/CD28 beads; in transgenic mouse T cells. activation, % (series mostly up to about 46 µM). hit rate 0.065% among 360,000; in the data active = activation above about 50%; inconclusive = mostly about 30% to 49%; note: 0% is about no effect
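Unstimulated transgenic mouse T cells; 60-min compound exposure; bead-based TCR/CD4/CD28 stimulation; 18 h culture, 37 degrees C; dual fluorescence (EGFP, DsRed) plate cytometry.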
PI5P4Ka inh: blocks human PI5P4K alpha kinase activity. PI5P4Kalpha enzyme, ADP-Glo luminescence, 60 min; hits give low values. P48426. AID 652105. hit rate 1.2% among 330,000. max response, %; active = max response of -50% or lower; inconclusive = between -30% and -50%; inactive = -30% or higher; note: value at the top dose of about 77 µM; % is set by controls: 0 for no effect and ±100 for the full control effect
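Enzyme plus substrate dispensed, test compounds pinned in, then ATP (5 microM final) added. After 60 min at RT, ADP-Glo reagent 1 for 45 min and reagent 2 for 30 min preceded luminescence imaging.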
PLK1 PBD inh: blocks phosphopeptide binding to human PLK1 polo-box domain; Potency, µM, without a hit: max response, negative = inhibition, actives largely listed as inhibitors; Plk1 PBD binding of FITC phosphopeptide, fluorescence polarization; hit rate 2.8% among 360,000; note: potency is the fitted concentration of half-maximal effect; series mostly up to about 57 µM; % is set by controls: 0 for no effect and ±100 for the full control effect; nearly all actives have a fitted effect of over 65% in size
WRN helicase inh: blocks human WRN helicase; Q14191; WRN helicase unwinding, fluorescent forked duplex, kinetic; Potency, µM (series often up to 114 µM), for the others: at the highest dose activity change, negative = inhibition, usual class: inhibitors; hit rate 0.46% among 360,000; AID 651768; note: potency is the fitted concentration of half-maximal effect; % is set by controls: 0 for no effect and ±100 for the full control effect; nearly all actives have a fitted effect of over 55% in size
Target sequence (Q14191 whole entry, looked up): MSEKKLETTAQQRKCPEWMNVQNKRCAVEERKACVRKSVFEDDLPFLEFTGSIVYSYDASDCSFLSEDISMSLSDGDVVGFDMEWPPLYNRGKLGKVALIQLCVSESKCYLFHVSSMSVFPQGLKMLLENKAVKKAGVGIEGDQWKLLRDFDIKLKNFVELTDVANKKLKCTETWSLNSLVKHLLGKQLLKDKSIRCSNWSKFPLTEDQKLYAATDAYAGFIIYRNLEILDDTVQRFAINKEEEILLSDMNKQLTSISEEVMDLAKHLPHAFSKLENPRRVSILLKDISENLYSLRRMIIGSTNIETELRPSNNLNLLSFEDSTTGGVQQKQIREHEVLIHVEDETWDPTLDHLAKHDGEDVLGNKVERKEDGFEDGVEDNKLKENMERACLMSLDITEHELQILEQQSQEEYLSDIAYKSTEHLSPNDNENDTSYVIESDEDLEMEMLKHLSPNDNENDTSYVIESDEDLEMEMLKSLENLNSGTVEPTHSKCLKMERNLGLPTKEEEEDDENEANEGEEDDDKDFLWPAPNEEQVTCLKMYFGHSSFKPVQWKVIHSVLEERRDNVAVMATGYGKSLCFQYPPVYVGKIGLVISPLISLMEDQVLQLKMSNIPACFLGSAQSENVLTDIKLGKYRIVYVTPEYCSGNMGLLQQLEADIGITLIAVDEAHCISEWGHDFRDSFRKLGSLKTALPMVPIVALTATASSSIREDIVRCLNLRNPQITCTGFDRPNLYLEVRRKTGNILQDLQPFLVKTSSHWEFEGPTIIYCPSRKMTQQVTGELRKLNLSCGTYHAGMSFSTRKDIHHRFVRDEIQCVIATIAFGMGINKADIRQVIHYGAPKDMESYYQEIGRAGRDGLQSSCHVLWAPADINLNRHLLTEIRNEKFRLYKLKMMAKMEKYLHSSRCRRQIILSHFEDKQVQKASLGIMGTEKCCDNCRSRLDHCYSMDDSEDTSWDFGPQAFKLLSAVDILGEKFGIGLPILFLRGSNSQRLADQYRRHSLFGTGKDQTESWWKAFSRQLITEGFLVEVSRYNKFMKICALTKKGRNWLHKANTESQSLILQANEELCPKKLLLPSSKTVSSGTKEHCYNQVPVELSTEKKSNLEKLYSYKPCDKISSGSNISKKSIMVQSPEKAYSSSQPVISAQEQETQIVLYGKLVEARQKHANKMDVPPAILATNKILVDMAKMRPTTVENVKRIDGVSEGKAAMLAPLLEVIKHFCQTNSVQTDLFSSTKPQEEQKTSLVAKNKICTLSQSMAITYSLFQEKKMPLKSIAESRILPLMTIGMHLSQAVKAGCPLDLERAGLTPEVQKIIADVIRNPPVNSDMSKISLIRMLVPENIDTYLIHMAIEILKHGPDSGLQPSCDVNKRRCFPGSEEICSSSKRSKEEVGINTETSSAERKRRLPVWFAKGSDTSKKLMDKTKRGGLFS
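Fluorescence dequenching readout, ex 525 nm/em 598 nm, kinetic mode: forked duplex DNA (100 nM final) with adjacent fluorophore and quencher unwound by WRN (20 nM final) with 2 mM ATP. Compound preincubation 15 min, room temperature.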
Starred values were filed as active, the others as inactive; ? = inconclusive; . = no result given; [ ] = dose if it differs, or a comment. Unless noted, calls come from the whole dose curve; as a rule, active = well fitted curve in the direction sought with a large enough effect; inconclusive = small, poorly fitted or top-dose-only effect, or another doubt; inactive = no such curve, though single readings can be large; an effect the other way counts as inactive or inconclusive.

Value order: EPAC1 antag, FUS yeast rescue, Abeta rescue, EPAC1 ag, IL2 activator, PI5P4Ka inh, PLK1 PBD inh, WRN helicase inh
O=C(c1ccco1)N1CCN(C(=O)C2CCCN(S(=O)(=O)Cc3ccccc3)C2)CC1 (stereo not given)
    15.0%, 3.4%, 6.5%, 3.2%, 0.2, -1.5, ?, 6.4%
COc1ccc(NC(=O)Nc2cc(NC(=O)Nc3ccc(OC)cc3)c(C)nc2C)cc1
    12.1%, 35.5%, ?, 5.5%, 0.7, 2.4, -0.6%, -6.2%
CCOc1ccc(-c2nnc3ccc(SCc4ccc(C(=O)OC)o4)nn23)cc1
    1.0%, 14.7%, 1.9%, 3.9%, -2.2, ., -8.6%, 0.2%
CCNC(=S)N(CCc1cccc(C)c1)Cc1cc2cc(OC)c(OC)cc2[nH]c1=O
    ?, ?, -0.7%, 8.2%, -1.9, -2.4, -11.6%, -11.4%
CCOc1ccccc1/C=N/n1nnnc1N
    -7.3%, -13.1%, -6.1%, 2.0%, -0.3, 1.1, -10.6%, -1.8%
Cc1cccc(C)c1NC(=O)COC(=O)CN1C(=O)C2CCCCC2C1=O (stereo not given)
    -20.3%, -27.7%, -10.5%, -2.0%, 1.6, 2.4, -6.0%, -0.4%
COc1cccc(CNCc2ccc(OC)c3ccccc23)c1OC
    -4.9%, 23.5%, -18.1%, -4.4%, -5.3, 1.5, -1.1%, -18.0%
O=C(Nc1ccc(-c2ccco2)cc1)C1CCCN(Cc2ccc(CO)o2)C1 (stereo not given)
    8.4%, 14.9%, 12.1%, 15.8%, -2.4, -1.5, -8.7%, -3.8%
Cc1ccc2c(CC(=O)NC3=NCCS3)coc2c1
    -4.0%, 7.3%, -3.1%, 9.1%, -1.0, -12.2, -13.0%, 7.0%
C/C(=N/OCc1ccc(Br)cc1)c1ccccn1
    5.9%, 0.6%, 6.8%, 3.3%, -5.4, 5.3, -0.2%, -0.3%
COc1ccc(C)cc1NC(=O)C1CCCN(S(=O)(=O)c2cccs2)C1 (stereo not given)
    -21.9%, -10.7%, -15.7%, 0.3%, 0.7, 0.5, 3.0%, 0.1%[57.1 µM]
CCc1cc(=O)oc2cc(C)cc(OCC(=O)NCc3cccnc3)c12
    -6.1%, -22.3%, -14.9%, -14.5%, -0.2, -12.2, 2.7%, 5.4%
CCCOc1ccccc1-n1sc2c(c1=S)-c1cc(OC)cc3c1N(C(=O)C3=O)C2(C)C
    2.5%, ., 0.0%, 9.2%, -0.7, 0.9, ?, -11.5%
CCOC(=O)c1c(C)oc2ccc(NS(=O)(=O)c3ccc(C(=O)O)cc3)cc12
    -5.4%, 11.8%, -0.9%, 4.0%, 0.7, -1.8, -20.2%, -24.5%
O=C(OCC(=O)N1CCc2ccccc21)c1ccc[nH]c1=O
    -20.6%, 12.9%, 17.0%, -6.6%, -0.1, 2.3, -9.5%, 25.9%
CN(CC(=O)Nc1ccncc1)S(=O)(=O)c1ccccc1
    12.1%, -30.1%, 8.8%, -6.1%, -1.6, 0.5, -4.8%, -15.8%[57.1 µM]
CNC(=S)Nc1ccc(Nc2ccccc2)cc1
    4.9%, 32.6%, 3.1%, -1.0%, -1.1, ., -16.7%, -7.2%
Cc1ccc(NC(=O)CSc2nnc3ccccn23)c(Cl)c1
    1.8%, -9.2%, -0.2%, 3.9%, -3.4, -7.0, 0.8%, 17.3%
Cc1cc(C)n(CC(=O)c2ccccc2)c(=O)c1C#N
    -3.8%, 8.3%, -3.3%, -4.5%, -0.4, -1.0, 1.0%, 7.0%
Cc1ccccc1NC(=O)NC1(C(=O)N2CCC(O)CC2)CCCCC1
    7.9%, 13.0%, -8.3%, -1.2%, -0.2, -0.4, -1.1%, -6.6%
O=C(Nc1sc2c(c1C(=O)O)CCCCC2)c1ccccc1
    -11.1%, 27.3%, -83.1%[inhibitor], -14.3%, -1.6, -21.0, 18.9µM*, -6.2%
COc1ccc(CCNC(=O)C(=O)NCC2OCCN2S(=O)(=O)c2ccc(Cl)cc2)cc1 (stereo not given)
    -0.2%, 4.1%, 0.3%, -3.1%, -4.6, -5.6, 1.3%, 0.8%
Cc1ccc([C@@H]2[C@@H]3C(=O)N(C)C(=O)[C@@H]3[C@]3(C)C(=O)N(Cc4ccccc4)CC(=O)N23)o1
    -23.9%, -4.4%, -3.5%, -13.2%, -3.5, 3.3, -25.2%, -5.4%

A draw from above in order of SMILES length, low to high.
Value order: EPAC1 antag, FUS yeast rescue, Abeta rescue, EPAC1 ag, IL2 activator, PI5P4Ka inh, PLK1 PBD inh, WRN helicase inh
CCOc1ccccc1/C=N/n1nnnc1N
    -7.3%, -13.1%, -6.1%, 2.0%, -0.3, 1.1, -10.6%, -1.8%
CNC(=S)Nc1ccc(Nc2ccccc2)cc1
    4.9%, 32.6%, 3.1%, -1.0%, -1.1, ., -16.7%, -7.2%
Cc1ccc2c(CC(=O)NC3=NCCS3)coc2c1
    -4.0%, 7.3%, -3.1%, 9.1%, -1.0, -12.2, -13.0%, 7.0%
Cc1cc(C)n(CC(=O)c2ccccc2)c(=O)c1C#N
    -3.8%, 8.3%, -3.3%, -4.5%, -0.4, -1.0, 1.0%, 7.0%
Cc1ccc(NC(=O)CSc2nnc3ccccn23)c(Cl)c1
    1.8%, -9.2%, -0.2%, 3.9%, -3.4, -7.0, 0.8%, 17.3%
CCc1cc(=O)oc2cc(C)cc(OCC(=O)NCc3cccnc3)c12
    -6.1%, -22.3%, -14.9%, -14.5%, -0.2, -12.2, 2.7%, 5.4%
CCOc1ccc(-c2nnc3ccc(SCc4ccc(C(=O)OC)o4)nn23)cc1
    1.0%, 14.7%, 1.9%, 3.9%, -2.2, ., -8.6%, 0.2%
CCOC(=O)c1c(C)oc2ccc(NS(=O)(=O)c3ccc(C(=O)O)cc3)cc12
    -5.4%, 11.8%, -0.9%, 4.0%, 0.7, -1.8, -20.2%, -24.5%
O=C(c1ccco1)N1CCN(C(=O)C2CCCN(S(=O)(=O)Cc3ccccc3)C2)CC1 (stereo not given)
    15.0%, 3.4%, 6.5%, 3.2%, 0.2, -1.5, ?, 6.4%
Cc1ccc([C@@H]2[C@@H]3C(=O)N(C)C(=O)[C@@H]3[C@]3(C)C(=O)N(Cc4ccccc4)CC(=O)N23)o1
    -23.9%, -4.4%, -3.5%, -13.2%, -3.5, 3.3, -25.2%, -5.4%
